Bioassay records: PubChem BioAssay, several laboratories
CIT2-GFP yeast – modulators of CIT2-GFP expression in yeast, primary screen, S. cerevisiae, GFP fusion, multiplex flow cytometry, MLPCN library. S. cerevisiae CIT2-GFP strain, 3 h; 100 means same as DMSO wells. GFP response vs DMSO, % at 10 µM. actives 0.065% (n = 320,000). AID 2029, 2009;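 active = GFP response relative to DMSO above a set limit, near the screen mean plus 3 SD, cut at about 150% in these data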;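 note: ratio of well median GFP fluorescence to mean of DMSO wells on the plate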
proCasp3 act – activators of human procaspase-3 D3A mutant, primary screen, biochemical, absorbance, PC-3 D3A mutant, single concentration; activation, % at 8.5 µM; AID 463141, 2010; actives 0.11% (n = 330,000); recombinant procaspase-3 D3A, Ac-DEVD-pNA absorbance 405 nm;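 active = activation above the mean of all tested compounds plus 3 SD, cut at about 21% in these data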;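 note: 0% = DMSO alone and 100% = DMSO wells spiked with extra 5 µM PC-3 D3A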
Target sequence (P42574 whole entry D9A/D28A/D175A): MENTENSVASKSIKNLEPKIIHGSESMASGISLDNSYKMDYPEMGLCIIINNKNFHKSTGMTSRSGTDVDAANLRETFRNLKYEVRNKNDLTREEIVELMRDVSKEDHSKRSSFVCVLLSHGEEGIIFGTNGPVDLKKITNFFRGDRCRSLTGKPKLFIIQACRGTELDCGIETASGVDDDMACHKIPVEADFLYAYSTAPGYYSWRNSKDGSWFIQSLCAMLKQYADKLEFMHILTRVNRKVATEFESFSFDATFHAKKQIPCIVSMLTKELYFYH
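material = Procaspase-3 D3A mutant | probe or stimulus = Ac-DEVD-pNA | compound = single dose, 8.5 µM nominal compound, 0.8% DMSO | timing = 1 h preincubation, 2 h reaction | measured by = 405 nm absorbance of p-nitroaniline, reads at 0 and 120 min | benchmarks = DMSO-only low control, 5 µM PC-3 D3A high control | repeats = singlicate, each compound tested once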
procasp7 counter – procaspase-7 activators, primary screen, counter-screen for procaspase-3 activator project, biochemical, absorbance, HTS, human; actives 0.093% (n = 330,000); activation, % at 8.5 µM; recombinant procaspase-7, Ac-DEVD-pNA absorbance 405 nm; D23A/D198A/D206A triple mutant, cannot self-cleave; scale: DMSO 0, 5 µM enzyme 100; Caspase-7 (Homo sapiens), P55210;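 active = percent activation above the screen-wide mean plus 3 SD, cut at about 25% in these data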
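Replicates: singlicate. Assay system: Procaspase-7 triple mutant (PC-7 D3A). Signal: 405 nm absorbance of p-nitroaniline. Times: 1 h preincubation, 2 h reaction. Buffer or medium: Zinc-free HEPES pH 7.4 with 300 mM NaCl, 0.01% Triton X-100. Also added: DEVD-pNA substrate. Benchmarks: DMSO wells as 0%, DMSO with 5 µM added PC-7 as 100%.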
AHR act – AHR activators, primary screen, cell-based, luminescence, luciferase reporter, human | activation, % at 5 µM | Aryl hydrocarbon receptor (Homo sapiens), P35869 | AID 2796, 2010 | AHR-responsive luciferase reporter cells | actives 2.5% (n = 320,000); in the data active = activation above about 47%;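 note: 0% = vehicle wells and 100% = reference agonist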
Target sequence (P35869 whole entry, looked up): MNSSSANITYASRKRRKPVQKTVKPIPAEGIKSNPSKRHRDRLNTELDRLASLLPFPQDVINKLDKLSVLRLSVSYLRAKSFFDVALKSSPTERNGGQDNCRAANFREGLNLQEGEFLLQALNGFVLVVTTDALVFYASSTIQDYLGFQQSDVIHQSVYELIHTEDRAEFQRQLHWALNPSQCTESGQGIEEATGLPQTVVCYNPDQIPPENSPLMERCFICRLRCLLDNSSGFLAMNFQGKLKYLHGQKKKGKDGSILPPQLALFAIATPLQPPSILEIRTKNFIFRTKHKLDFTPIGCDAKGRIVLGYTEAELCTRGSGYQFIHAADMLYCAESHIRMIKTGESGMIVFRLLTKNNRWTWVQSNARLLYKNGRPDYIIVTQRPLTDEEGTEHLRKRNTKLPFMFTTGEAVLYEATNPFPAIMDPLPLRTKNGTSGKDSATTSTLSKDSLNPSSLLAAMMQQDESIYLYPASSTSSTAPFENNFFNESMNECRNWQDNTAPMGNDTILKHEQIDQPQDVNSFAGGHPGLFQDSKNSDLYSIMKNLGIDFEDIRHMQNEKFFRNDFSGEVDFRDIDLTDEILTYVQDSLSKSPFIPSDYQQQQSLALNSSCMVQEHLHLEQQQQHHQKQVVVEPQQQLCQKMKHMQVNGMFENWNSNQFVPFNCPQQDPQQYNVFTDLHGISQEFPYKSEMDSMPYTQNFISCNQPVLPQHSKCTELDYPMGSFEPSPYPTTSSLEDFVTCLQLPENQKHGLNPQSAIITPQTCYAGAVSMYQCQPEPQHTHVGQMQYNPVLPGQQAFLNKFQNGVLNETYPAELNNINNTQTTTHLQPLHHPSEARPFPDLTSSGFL
AGP1-GFP MLPCN – modulators of AGP1-GFP expression in yeast TOR pathway, primary screen, cell-based, multiplex flow cytometry, S. cerevisiae, MLPCN library; actives 0.02% (n = 320,000); GFP response vs DMSO, % at 10 µM; 3 h; GFP as percent of DMSO wells;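 active = GFP response relative to DMSO above a set limit, near screen average plus 3 SD, cut at about 150% in these data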;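 note: median GFP channel fluorescence of the gated AGP1 strain per well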
RPL19A TOR yeast – RPL19A-GFP expression modulators in yeast, primary screen, cell-based, S. cerevisiae, multiplex flow cytometry, MLPCN; S. cerevisiae RPL19A-GFP strain, 3 h; active compounds read low; percent response vs DMSO, % at 10 µM; actives 0.3% (n = 330,000); AID 2025, 2009;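 active = percent response vs DMSO below 50%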;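 note: median channel GFP fluorescence of the barcoded RPL19A-GFP strain; ratio of sample median GFP to plate DMSO average so 100% = DMSO; lower means less RPL19A-GFP as with rapamycin TOR inhibition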
LAP4-GFP MLPCN – modulators of LAP4-GFP expression in yeast, primary screen, S. cerevisiae, multiplex flow cytometry, MLPCN library. 3 h; median GFP as percent of DMSO wells. GFP response vs DMSO, % at 10 µM. actives 0.34% (n = 320,000). AID 2023, 2009;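 active = GFP response vs DMSO above a set limit, about the screen mean plus 3 SD, cut at about 150% in these data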
MEP2 TOR yeast – modulators of MEP2-GFP levels in yeast, primary screen, S. cerevisiae, multiplex flow cytometry, MLPCN library; actives 0.51% (n = 330,000); GFP response vs DMSO, % at 10 µM; S. cerevisiae MEP2-GFP strain, 3 h; 100% = DMSO control level;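 active = GFP response versus DMSO above a set limit, roughly screen mean plus 3 SD, cut at about 180% in these data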;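 note: median GFP fluorescence of the barcode-gated MEP2-GFP cells per well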
Starred values were filed as active, the others as inactive; x = no result given.

SMILES | CIT2-GFP yeast | proCasp3 act | procasp7 counter | AHR act | AGP1-GFP MLPCN | RPL19A TOR yeast | LAP4-GFP MLPCN | MEP2 TOR yeast
CCN1C(=O)[C@H]2[C@@H](c3ccc(-c4ccc(OC)cc4)cc3)N[C@@](CC(C)C)(C(=O)OC)[C@H]2C1=O | 95.7 | 2.8 | 1.7 | 0.6 | 85.0 | 97.3 | 120.0 | 94.2
O=C(c1ccco1)N1CCN(S(=O)(=O)c2ccccc2[N+](=O)[O-])CC1 | 88.6 | -0.6 | 7.9 | -0.2 | 95.4 | 93.5 | 99.6 | 95.5
COc1cccc(NC(=O)CN(C)C(=O)CC(C)c2ccccc2)c1 (stereo unspecified) | 92.4 | 5.5 | 1.1 | 2.0 | 95.0 | 101.6 | 90.0 | 91.0
Cc1ccsc1-c1nc(-c2ccccc2)c(-c2ccccc2)[nH]1 | 98.8 | 5.3 | 9.5 | 28.0 | 88.9 | 91.7 | 80.6 | 95.6
CCCCC(=O)Nc1nc2ccc(C(=O)OC)cc2s1 | 94.1 | -2.6 | 16.1 | 0.0 | 88.6 | 98.9 | 104.3 | 91.2
Cc1ccccc1CNC(=O)CN(c1cccc([N+](=O)[O-])c1)S(C)(=O)=O | 98.3 | 3.7 | -0.6 | 4.6 | 95.7 | 106.4 | 97.7 | 103.7
O=C(C1CCCN1S(=O)(=O)c1ccc(Cl)c(Cl)c1)N1CCCCC1 (stereo unspecified) | 95.6 | -4.8 | -6.8 | 1.3 | 95.9 | 100.2 | 99.2 | 98.6
CC1CCCC(C)N1C(=O)COC(=O)c1n[nH]c(=O)c2ccccc12 (stereo unspecified) | 119.2 | 11.7 | 5.7 | 1.3 | 77.7 | 102.5 | 90.8 | 99.3
Cc1cc(C)c(S(=O)(=O)N2CCN(c3ccc([N+](=O)[O-])c(-n4nc(C)cc4C)c3)CC2)c(C)c1 | 98.8 | -4.0 | 5.0 | 1.4 | 93.7 | 92.6 | 93.5 | 95.3
O=C(CSc1ncnc2scc(-c3ccccc3)c12)NC1CCS(=O)(=O)C1 (stereo unspecified) | 100.5 | 2.4 | 2.0 | -0.7 | 91.4 | 94.8 | 92.7 | 104.2
O=c1c2[nH]c3ccc(F)cc3c2ncn1CCC1=CCCCC1 | 98.0 | -0.4 | -3.9 | 7.8 | 100.9 | 98.7 | 103.6 | 94.9
COC(=O)c1oc2ccc(Br)cc2c1NC(=O)CN1CCN(C)CC1 | 92.7 | 9.0 | 18.8 | 2.9 | 92.6 | 89.8 | 94.2 | 94.4
C=Cc1ccc2c(c1)OCCOCCOCCOCCOCCO2 | 101.6 | -3.9 | -0.3 | 18.1 | 99.0 | 99.5 | 92.1 | 97.6
O=C(Nc1ccc(Cl)c(S(=O)(=O)N2CCOCC2)c1)C1CCC1 | 105.1 | 3.5 | -3.4 | -1.0 | 98.6 | 101.3 | 98.5 | 97.4
CCCc1c(C)[nH]c2ccccc2c1=O | 107.3 | -10.3 | 6.5 | 0.0 | 105.4 | 102.2 | 104.5 | 105.6
COc1ccccc1CNC(=O)C/C(C)=N/NC(=O)Cc1ccccc1 | 97.1 | 8.8 | 3.2 | 4.0 | 100.0 | 94.2 | 96.9 | 93.9
O=C(Cc1ccsc1)NNC(=O)c1ccccc1Cl | 92.4 | 4.1 | 6.9 | 8.0 | 95.9 | 90.2 | 92.7 | 95.7
CC(=O)N/C(=C\c1ccccc1)C(=O)OCC(=O)N1CCCCCC1 | 104.4 | -2.0 | 2.9 | 13.3 | 104.7 | 102.7 | 97.9 | 105.3
Oc1ccc(/C=N/N2CCN(Cc3ccccc3)CC2)cc1 | 99.2 | -1.2 | -9.6 | 1.8 | 93.7 | 107.0 | 89.3 | 104.3
O=C(NCc1ccc2c(c1)OCO2)C1CCC(CNS(=O)(=O)c2ccc(Cl)cc2)CC1 (stereo unspecified) | 104.5 | 0.5 | 19.9 | 2.0 | 104.6 | 95.0 | 90.6 | 103.5
CCOC(=O)N1CCN(C(=O)COc2ccc3c(c2)C(=O)CC(C)(C)O3)CC1 | 101.6 | 0.3 | 1.3 | 0.4 | 104.2 | 96.2 | 102.7 | 100.6
CCc1ccc(NC(=O)C2C3/C=C\CCCCC32)cc1 (stereo unspecified) | 102.5 | 1.3 | -3.0 | -1.2 | 100.2 | 94.8 | 95.3 | 98.2
Cc1cc(C)c(OCCCCNCc2ccccc2)c(Cl)c1 | 97.0 | 0.7 | 4.8 | -1.8 | 102.5 | 100.4 | 97.2 | 106.4
O=C(Nc1nccs1)c1cc(-c2ccccc2)nc2ccccc12 | 94.6 | -6.9 | 19.4 | 25.5 | 87.7 | 105.6 | 96.8 | 102.9
CN(c1ccc(C(=O)N2CCN(Cc3ccccc3)CC2)cc1)S(=O)(=O)c1ccccc1 | 104.8 | 1.2 | 4.2 | -0.7 | 101.2 | 115.3 | 109.5 | 106.7
CN1CCN(NC(=O)c2cccc(C(F)(F)F)c2)CC1 | 98.0 | 4.4 | -1.7 | 0.4 | 105.1 | 100.0 | 105.6 | 103.1
O=S(=O)(NCCN1CCOCC1)c1ccc(F)c(Cl)c1 | 92.0 | -2.7 | 1.0 | 3.6 | 94.2 | 94.7 | 102.0 | 99.8
CC1=NN(C(=O)CCc2ccc3c(c2)OCO3)C(O)(C(F)(F)F)C1 (stereo unspecified) | 95.8 | 12.9 | 6.0 | 36.2 | 97.6 | 101.4 | 88.2 | 95.3
O=C(Nc1ccnn1C1CCN(C/C=C/c2ccccc2)CC1)c1ccccc1 | 102.3 | -3.7 | 8.7 | -0.1 | 102.8 | 102.1 | 101.4 | 106.3
CCOC(=O)C1CN(S(=O)(=O)c2cccc(C(F)(F)F)c2)c2cc(CC(=O)OC)ccc2O1 (stereo unspecified) | 92.0 | 1.0 | 7.7 | 1.4 | 100.9 | 104.6 | 100.2 | 103.5
COc1ccc(-c2cc(O)cc(O)c2)cc1 | 100.7 | 8.7 | 1.7 | 9.1 | 95.7 | x | 94.5 | 95.3
CCCOc1cc(C)c(S(=O)(=O)NCc2cccs2)cc1C | 87.6 | 10.1 | 5.7 | -1.1 | 94.8 | 94.7 | 117.8 | 100.2
C=CCOc1c(/C=N\NC(N)=O)cccc1OC | 89.0 | -1.9 | 2.0 | 7.5 | 101.1 | 98.3 | 107.2 | 96.8
FC(F)Sc1ccc(Nc2ncnc3nc[nH]c23)cc1 | 93.7 | 0.3 | -6.0 | 10.3 | 100.5 | 98.9 | 109.4 | 102.6
O=S(=O)(c1ccc(F)cc1)n1ccc2cccnc21 | 98.2 | -2.3 | 8.0 | 0.9 | 102.1 | 95.9 | 107.8 | 103.4
O=C(Nc1cc([N+](=O)[O-])ccc1O)c1cccc(C(=O)Nc2cc([N+](=O)[O-])ccc2O)c1 | 104.9 | 6.0 | -9.8 | -0.7 | 98.0 | 102.7 | 91.8 | 114.1
C/C(=N\Nc1ccccc1)c1cccc(N)c1 | 106.2 | x | x | x | 94.3 | 106.1 | 95.0 | 108.4
Cc1ccccc1OCCSCc1nc2ccccc2[nH]1 | 104.1 | 6.2 | 0.0 | 5.0 | 102.2 | 99.1 | 89.8 | 95.7
Cc1ccc(/C(=N/Nc2ncnc3ccccc23)C(=O)O)cc1 | 98.2 | -8.1 | -1.7 | 58.5* | 98.8 | 96.5 | 106.6 | 117.3
CCSCCNC(=O)c1cc(-n2cnnc2)ccc1Cl | 106.2 | -2.0 | -3.9 | -0.7 | 99.4 | 97.8 | 98.9 | 98.1
O=C(OCC(=O)N1CCN(c2ccccc2)CC1)c1cnc(Cl)c(Cl)c1 | 102.0 | -1.9 | 6.1 | -0.3 | 94.7 | 102.5 | 97.4 | 96.5
Cc1cccc(OCc2nnc(SCc3nc4cc(C(F)(F)F)ccc4c(=O)[nH]3)o2)c1 | 90.0 | -7.4 | -7.5 | 23.6 | 90.8 | 93.3 | 86.9 | 97.1
Cc1onc(-c2c(F)cccc2Cl)c1C(=O)NCc1ccc(F)cc1 | 111.0 | -3.7 | 3.8 | 4.8 | 100.0 | 99.4 | 93.8 | 101.3
CCOC(=O)c1nc(-c2ccccc2)oc1N(C)C | 109.4 | 1.8 | 13.3 | 0.8 | 96.3 | 100.8 | 112.1 | 110.0
O=C(CC(NS(=O)(=O)c1ccc(Cl)cc1)c1ccco1)NC1CCCC1 (stereo unspecified) | 101.2 | 2.7 | -0.7 | -0.5 | 91.5 | 96.4 | 92.9 | 105.2
CC(NCc1cccnc1)c1ccccc1 (stereo unspecified) | 103.8 | 4.2 | 4.3 | 1.0 | 103.7 | 97.7 | 103.2 | 101.3
O=S(=O)(c1ccc(Cl)nc1)N1CCCCC1 | 97.3 | -1.4 | 5.3 | -1.6 | 106.4 | 103.0 | 99.2 | 99.0
CC(C)CNC(=O)C(=O)NNC(=O)c1ccco1 | 92.9 | -1.2 | 3.7 | -1.0 | 102.3 | 99.1 | 104.4 | 100.2
CC1CCCCN1S(=O)(=O)c1ccc2c(c1)CCN2C(=O)C1CCC1 (stereo unspecified) | 98.8 | 4.4 | -8.3 | -1.2 | 99.0 | 100.5 | 99.1 | 96.3
Cn1c(SCC(=O)NC2CCCC2)nc2c(c1=O)SCC2 | 111.8 | 10.7 | 3.8 | 1.0 | 100.2 | 103.1 | 80.0 | 99.7

Of the compounds above, seven have four or more nitrogen atoms.
SMILES | CIT2-GFP yeast | proCasp3 act | procasp7 counter | AHR act | AGP1-GFP MLPCN | RPL19A TOR yeast | LAP4-GFP MLPCN | MEP2 TOR yeast
Cc1cc(C)c(S(=O)(=O)N2CCN(c3ccc([N+](=O)[O-])c(-n4nc(C)cc4C)c3)CC2)c(C)c1 | 98.8 | -4.0 | 5.0 | 1.4 | 93.7 | 92.6 | 93.5 | 95.3
O=C(Nc1ccnn1C1CCN(C/C=C/c2ccccc2)CC1)c1ccccc1 | 102.3 | -3.7 | 8.7 | -0.1 | 102.8 | 102.1 | 101.4 | 106.3
FC(F)Sc1ccc(Nc2ncnc3nc[nH]c23)cc1 | 93.7 | 0.3 | -6.0 | 10.3 | 100.5 | 98.9 | 109.4 | 102.6
O=C(Nc1cc([N+](=O)[O-])ccc1O)c1cccc(C(=O)Nc2cc([N+](=O)[O-])ccc2O)c1 | 104.9 | 6.0 | -9.8 | -0.7 | 98.0 | 102.7 | 91.8 | 114.1
Cc1ccc(/C(=N/Nc2ncnc3ccccc23)C(=O)O)cc1 | 98.2 | -8.1 | -1.7 | 58.5* | 98.8 | 96.5 | 106.6 | 117.3
CCSCCNC(=O)c1cc(-n2cnnc2)ccc1Cl | 106.2 | -2.0 | -3.9 | -0.7 | 99.4 | 97.8 | 98.9 | 98.1
Cc1cccc(OCc2nnc(SCc3nc4cc(C(F)(F)F)ccc4c(=O)[nH]3)o2)c1 | 90.0 | -7.4 | -7.5 | 23.6 | 90.8 | 93.3 | 86.9 | 97.1
